MBD2 DNA inh – inhibitors of MBD2 binding to methylated DNA, primary screen, biochemical, TR-FRET, DNA-binding domain, human; MBD2 binding to methylated oligonucleotide; inhibition, % at 4.4 µM; 370,000 compounds, 0.31% hits; AID 686964, 2013; in the data active means inhibition above about 13%
ARFGAP1 inh – inhibitors of rat ARFGAP1 GAP activity, primary screen, biochemical, fluorescence polarization, GDP tracer | ADP-ribosylation factor GTPase-activating protein 1 (Rattus norvegicus), Q62848 | Arfgap1-stimulated ARF1 GTP hydrolysis, GDP FP detection | inhibition, % at 16.5 µM | 360,000 compounds, 0.26% hits | AID 651572, 2012;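 active means inhibition above a per-plate limit, mean inhibition of low control wells plus 3 SD, cut at about 25% in these data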;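 further: 0% = DMSO wells with enzyme and 100% = wells lacking Arfgap1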
Target sequence (Q62848 1-136 limits assumed): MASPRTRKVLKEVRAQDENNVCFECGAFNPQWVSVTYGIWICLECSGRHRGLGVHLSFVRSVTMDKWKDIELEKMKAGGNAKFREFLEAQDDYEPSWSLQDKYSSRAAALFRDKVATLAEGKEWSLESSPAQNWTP
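System: truncated rat Arfgap1 GAP domain / Benchmarks: high control wells lacking Arfgap1, low control full reaction with DMSO / Times: compound-enzyme preincubation 20 min, reaction 120 min, detection 60 min, 25 °C / Repeats: one replicate per compound / Also added: human ARF1(Δ1-17)-GTP substrate / Measured by: Tracer-displacement fluorescence polarization with EDTA stop, 620/688 nm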
ADAM17 inh – ADAM17 inhibitors, primary screen, biochemical, QFRET; Disintegrin and metalloproteinase domain-containing protein 17 (Homo sapiens), P78536; recombinant ADAM17, EDANS/DABCYL FRET peptide cleavage; inhibition, % at 6.95 µM; 370,000 compounds, 0.83% hits;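 active means inhibition above the mean of compounds lying between control limits plus 3 SD, set per campaign, cut at about 8.5% in these data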;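 further: 0% = DMSO-only wells as the low control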
Target sequence (P78536 215-824 limits assumed): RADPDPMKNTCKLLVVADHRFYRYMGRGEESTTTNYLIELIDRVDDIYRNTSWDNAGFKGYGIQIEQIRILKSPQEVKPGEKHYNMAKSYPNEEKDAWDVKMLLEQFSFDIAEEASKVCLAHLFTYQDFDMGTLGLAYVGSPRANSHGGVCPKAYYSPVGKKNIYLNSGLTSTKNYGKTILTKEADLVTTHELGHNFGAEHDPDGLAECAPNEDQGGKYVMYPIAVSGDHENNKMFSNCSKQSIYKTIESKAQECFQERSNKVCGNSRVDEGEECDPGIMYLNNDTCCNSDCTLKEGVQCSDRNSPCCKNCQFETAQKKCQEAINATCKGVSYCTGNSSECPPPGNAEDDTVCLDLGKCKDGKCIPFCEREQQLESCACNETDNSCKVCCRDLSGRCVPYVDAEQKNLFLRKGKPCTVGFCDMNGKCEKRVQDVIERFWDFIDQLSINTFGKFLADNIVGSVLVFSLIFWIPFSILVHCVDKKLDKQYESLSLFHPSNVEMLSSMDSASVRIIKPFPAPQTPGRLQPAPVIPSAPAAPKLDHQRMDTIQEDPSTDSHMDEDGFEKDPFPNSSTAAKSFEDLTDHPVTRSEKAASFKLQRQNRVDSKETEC
UHRF1 MBD2 ctr – UHRF1 methylated DNA binding inhibitors, primary screen, counter-screen for MBD2 inhibitor project, biochemical, TR-FRET, human UHRF1, single concentration. E3 ubiquitin-protein ligase UHRF1 (Homo sapiens), Q96T88. UHRF1 binding to methylated oligo. inhibition, % at 4.4 µM. 370,000 compounds, 0.75% hits; in the data active means inhibition above about 21%;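 further: UHRF1 SRA domain binding a hemimethylated CpG hairpin DNA probe; 0% = median of test compound wells and 100% = reference inhibitor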
DDE Tn6 FP inh – inhibitors of Tn6 peptide binding to fibrin DD(E), primary screen, biochemical, fluorescence polarization, human fibrin, Tn6 probe; inhibition, % at 8.3 µM; Fibrinogen beta chain (Homo sapiens), P02675; Fibrin DD(E) TRITC-Tn6 fluorescence polarization displacement; 370,000 compounds, 0.21% hits;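 active means inhibition above a per-campaign cutoff: mean of compounds within control limits plus 3 SD, cut at about 15% in these data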;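 further: 0% = median of all compound wells on the plate and 100% = blocking peptide control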
DDE Tn7 FP inh – inhibitors of Tn7 peptide binding to fibrin DD(E), primary screen, biochemical, fluorescence polarization, human fibrin, Tn7 probe. Fibrinogen beta chain (Homo sapiens), P02675. FP displacement of FITC-Tn7 peptide from fibrin DD(E); 0% = median of compound wells per plate. inhibition, % at 8.3 µM. 370,000 compounds, 0.13% hits. AID 720508, 2013;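 active means inhibition above the mean of compounds falling within the control limits plus 3 SD of them, cut at about 14% in these data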;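 further: 0% = plate median of compound wells and 100% = 10 µM Aha-Tn7 peptide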
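Assay system: Fibrin-DD(E) protein isolated from polymerized human fibrin clots; read-out basis: percent inhibition; medium: Tris/NaCl/CaCl2 buffer, pH 7.8; signal: FP measurement; incubation: 10 min plus 3 h, room temperature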
proKLK7 act – proKLK7 zymogen activators, primary screen, biochemical, fluorescence intensity | Kallikrein-7 (Homo sapiens), P49862 | purified proKLK7, EDANS-DABCYL substrate fluorescence; 100% is mature enzyme control, 0% vehicle | activation, % at 7 µM | 370,000 compounds, 0.9% hits;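 active means activation above the mean of all tested compounds plus 3 SD, computed per campaign excluding outliers beyond control limits, cut at about 13% in these data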
Target sequence (P49862 whole entry, looked up): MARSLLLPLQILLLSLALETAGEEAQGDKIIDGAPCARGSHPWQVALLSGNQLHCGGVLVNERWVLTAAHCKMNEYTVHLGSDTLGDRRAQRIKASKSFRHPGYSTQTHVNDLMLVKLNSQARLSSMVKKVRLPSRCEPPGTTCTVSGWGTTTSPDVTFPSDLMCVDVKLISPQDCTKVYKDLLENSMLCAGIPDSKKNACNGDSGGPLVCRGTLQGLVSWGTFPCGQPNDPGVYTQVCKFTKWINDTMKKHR
ASAP1 inh – inhibitors of human ASAP1 ArfGAP activity, primary screen, biochemical, fluorescence polarization | inhibition, % at 16.5 µM | Arf-GAP with SH3 domain, ANK repeat and PH domain-containing protein 1 (Homo sapiens), … | ASAP1-stimulated ARF1 GTP hydrolysis, GDP FP detection | AID 624377, 2012 | 360,000 compounds, 0.19% hits; in the data active means inhibition above about 25%;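 further: 0% = vehicle with enzyme and substrate and 100% = no enzyme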
PLCg1 inh – PLC-gamma1 enzyme inhibitors, primary screen, biochemical, fluorescence, purified enzyme | inhibition, % at 12.2 µM | fluorogenic substrate | 370,000 compounds, 0.84% hits; in the data active means inhibition above about 9.5%
PLCb3 inh – human PLC-beta3 inhibitors, primary screen, biochemical, fluorescence. Purified PLC-beta3, fluorogenic substrate. AID 720704, 2013. 1-phosphatidylinositol 4,5-bisphosphate phosphodiesterase beta-3 (Homo sapiens), Q01970. inhibition, % at 12.2 µM. 370,000 compounds, 0.18% hits; in the data active means inhibition above about 11%;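 further: 0% = median of compound wells on plate and 100% = full blocker control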
* marks the source's active call; other numbers are inactive results; i = inactive; x = not tested or not shown.

compound	MBD2 DNA inh	ARFGAP1 inh	ADAM17 inh	UHRF1 MBD2 ctr	DDE Tn6 FP inh	DDE Tn7 FP inh	proKLK7 act	ASAP1 inh	PLCg1 inh	PLCb3 inh
O=C(CC(NC(=O)OCc1ccccc1)C(=O)O)OCc1ccccc1 (stereo unspecified)	1	-2	-2	-2	2	5	-0.4	-11	-1	-9
Cc1cccc(-n2cc(-c3ccccc3)c3c(NN4CCOCC4)ncnc32)c1	5	-5	2	-1	0	2	-0.1	6	-1	1
COc1ccccc1CN1CCC(CNS(=O)(=O)c2cc(-c3cc(C)no3)ccc2OC)CC1	-6	8	6	1	4	7	0.4	-9	6	0
Cc1cc(C)nc(NCC(O)CNc2ccccc2Cl)n1 (stereo unspecified)	9	10	-1	23*	2	4	-0.2	-19	2	2
O=C(NN=Cc1ccc2c(c1)OCO2)c1ccccc1	6	13	-3	-1	-8	-1	0.0	-4	-7	-15
Cc1ccc([C@H]2C(C(=O)O)=CC[C@@H](c3ccc(C)cc3)N2S(=O)(=O)c2ccc(C)cc2)cc1	1	-13	-4	-1	-1	13	0.2	-3	-1	-5
COc1cccc(NC(=O)CSc2nc3ccsc3c(=O)n2-c2ccc(C(=O)O)cc2)c1	-1	9	-3	-1	3	-3	0.3	18	3	-4
CN(C(=O)/C=C/c1ccc2c(c1)OCO2)c1ccccc1	7	-4	-1	15	0	4	0.1	-5	-1	-4
CCC(C)NC(=O)c1cn(CC)c2cc(N3CCN(C)CC3)c(F)cc2c1=O (stereo unspecified)	4	3	-33	0	-4	-3	2.9	3	-11	-20
COc1ccc(C)cc1NS(=O)(=O)c1ccc(Cl)nc1	-5	1	-5	-2	11	3	0.0	13	-3	-4
O=C(O)CSc1ncnc2scc(-c3ccc(Br)cc3)c12	-1	0	0	5	-4	-1	-0.1	-4	-21	-6
Cc1ccc(OCCNC(=O)CCNS(=O)(=O)c2ccc(Br)cc2)cc1	6	16	-2	2	-2	0	-0.7	8	6	-2
COCCN1Cc2cccc(C(=O)NCc3ccc4c(c3)OCO4)c2C1=O	5	3	-1	-1	3	-5	-0.2	4	-1	2
Cc1ccnc(NS(=O)(=O)c2ccc(NC(=O)c3cncc(Br)c3)cc2)n1	-1	8	2	4	6	3	0.3	-6	4	2
COc1ccc(C(=O)Nc2cc3c4c(c2)C(C)C(=O)N4CCC3)c(OC)c1 (stereo unspecified)	0	5	-1	2	4	2	0.4	-15	-3	-3
Cn1cccc1-c1nc2ccc(NC(=O)c3ccco3)cc2[nH]1	-1	5	6	3	-8	1	-0.1	0	-16	-31
CC(C)c1ccc(OCC(=O)Nc2ccc(OC(F)(F)F)cc2)cc1	4	5	-3	5	-7	5	0.1	3	0	-1
CN1C(=O)C2(C(C#N)=C(N)Oc3n[nH]c(-c4ccc(Cl)cc4)c32)c2ccccc21 (stereo unspecified)	-2	-3	-1	-3	3	-6	-1.0	9	2	2
COc1ccc(C(=O)N(CN2CCCC2=O)c2cc(C)on2)cc1OC	4	-8	-2	0	14	0	-0.5	10	0	1
CCc1c(C)c2ccc(OCC(=O)NCC3CCC(C(=O)O)CC3)cc2oc1=O (stereo unspecified)	2	8	-117	3	-7	-11	4.0	5	-42	-54

Part of the list above, field by field:
Cc1cc(C)nc(NCC(O)CNc2ccccc2Cl)n1 (stereo unspecified)
- MBD2 DNA inh = 9
- ARFGAP1 inh = 10
- ADAM17 inh = -1
- UHRF1 MBD2 ctr = 23*
- DDE Tn6 FP inh = 2
- DDE Tn7 FP inh = 4
- proKLK7 act = -0.2
- ASAP1 inh = -19
- PLCg1 inh = 2
- PLCb3 inh = 2

O=C(NN=Cc1ccc2c(c1)OCO2)c1ccccc1
- MBD2 DNA inh = 6
- ARFGAP1 inh = 13
- ADAM17 inh = -3
- UHRF1 MBD2 ctr = -1
- DDE Tn6 FP inh = -8
- DDE Tn7 FP inh = -1
- proKLK7 act = 0.0
- ASAP1 inh = -4
- PLCg1 inh = -7
- PLCb3 inh = -15

Cc1ccc([C@H]2C(C(=O)O)=CC[C@@H](c3ccc(C)cc3)N2S(=O)(=O)c2ccc(C)cc2)cc1
- MBD2 DNA inh = 1
- ARFGAP1 inh = -13
- ADAM17 inh = -4
- UHRF1 MBD2 ctr = -1
- DDE Tn6 FP inh = -1
- DDE Tn7 FP inh = 13
- proKLK7 act = 0.2
- ASAP1 inh = -3
- PLCg1 inh = -1
- PLCb3 inh = -5

COc1cccc(NC(=O)CSc2nc3ccsc3c(=O)n2-c2ccc(C(=O)O)cc2)c1
- MBD2 DNA inh = -1
- ARFGAP1 inh = 9
- ADAM17 inh = -3
- UHRF1 MBD2 ctr = -1
- DDE Tn6 FP inh = 3
- DDE Tn7 FP inh = -3
- proKLK7 act = 0.3
- ASAP1 inh = 18
- PLCg1 inh = 3
- PLCb3 inh = -4

Following part:
compound	MBD2 DNA inh	ARFGAP1 inh	ADAM17 inh	UHRF1 MBD2 ctr	DDE Tn6 FP inh	DDE Tn7 FP inh	proKLK7 act	ASAP1 inh	PLCg1 inh	PLCb3 inh
COc1ccc(/C=N/N(CCC(=O)NC(C)(C)C)C2=NS(=O)(=O)c3ccccc32)cc1	-4	-4	2	-2	4	-1	0.5	3	-13	-21
CC(C)c1nnc(NC(=O)C2CCCCC2)s1	-5	-4	-2	2	2	-4	-0.2	1	0	4
O=C(NCCc1ccccc1)OCc1cn(Cc2cccc(F)c2F)nn1	-3	x	-3	6	0	2	0.5	x	0	-2
COc1ccccc1CNC(=O)CCNS(=O)(=O)c1ccc2[nH]c(=O)oc2c1	-5	2	0	1	-3	3	0.3	-3	-2	-5
CC1(C)Cc2ccccc2-c2nc3n(c(=O)c21)CCS3	3	4	-5	2	-3	2	-0.2	4	-5	-11
O=C(Nc1ccc2nc(-c3ccccn3)c(-c3ccccn3)nc2c1)N1CCOCC1	1	8	-148	19	-6	-3	36*	-11	i	i
Cc1ccsc1CN(C)CC(=O)Nc1ccc([N+](=O)[O-])cc1Cl	1	-1	1	1	1	5	0.4	-4	0	-4
C[C@H](CO)N1C[C@H](C)[C@@H](CN(C)S(C)(=O)=O)Oc2c(NC(=O)Nc3ccccc3)cccc2C1=O	-5	-3	-3	-3	1	0	0.6	7	1	0
O=C1C(=O)N(Cc2cccc([N+](=O)[O-])c2)c2ccccc21	-7	7	-2	-4	-2	-8	-0.1	0	2	2
O=C(CN1CCN(Cc2ccccc2)CC1)Nc1ccccc1	3	-1	-3	-2	-2	-2	-0.2	3	3	0
CCOc1ccc(C(=O)C(C)OC(=O)c2cnc(C)cn2)cc1 (stereo unspecified)	-4	-6	-1	-1	-2	0	0.5	-10	2	-4
CC1(C(=O)NS(=O)(=O)c2cccc(F)c2)CCN1C(=O)Cc1ccccc1 (stereo unspecified)	-6	6	1	1	-3	-11	-0.5	3	1	3
COc1ccc(C(Nc2ccccn2)c2c(NC(=O)c3ccco3)sc(C)c2C)cc1 (stereo unspecified)	3	0	4	-1	-4	0	-5.6	15	-14	-17
c1coc(CN2CN=C(Nc3nc4ccccc4s3)NC2)c1	-1	-7	3	4	8	1	0.0	13	9.7*	3
COc1cc(/C=C2/SC(=S)N(Cc3ccccc3)C2=O)ccc1OS(C)(=O)=O	-7	-5	-3	1	3	5	0.1	-4	1	-2
CC1(Cc2ccccc2F)C(=O)Nc2c(Cl)ccc(Cl)c21 (stereo unspecified)	2	13	0	1	0	1	-0.2	4	0	-1
CCNC(=O)Cn1c(=O)c(=O)n(Cc2ccccc2)c2ccc(Cl)cc21	1	-17	-4	0	1	1	1.4	2	-13	-13
Cc1ccc(F)c(S(=O)(=O)NC(=O)C2(C)CCN2C(=O)Cc2ccc(-c3ccccc3)cc2)c1 (stereo unspecified)	-4	-10	1	-2	5	-3	0.1	3	-7	-11
CCCc1cc(=O)[nH]c(SCc2nc3ccc([N+](=O)[O-])cc3[nH]2)n1	3	-2	1	-1	8	-8	-0.9	2	2	0
Cc1c(C(=O)N2CCOCC2)c(S(=O)(=O)Nc2cccc(C#N)c2)c(C)n1C	-3	3	5	-1	0	-1	0.1	-3	-1	-2
COc1ccc(CCN2C(=S)N(C)C(=O)C2CC(=O)Nc2ccc(OC)cc2)cc1 (stereo unspecified)	-2	3	5	-1	3	-5	0.4	9	0	3
O=C(Nc1ccnn1C1CCN(C/C=C/c2ccc(F)cc2)CC1)C1CCCC1	2	8	3	6	5	5	-0.4	2	-2	-8
CN(C)CCNc1c2c(nc3ccccc13)CCC2	-3	-17	-6	6	2	-1	-0.7	-10	2	-2
COc1ccc(CC2S/C(=N/N=C/c3ccccc3O)NC2=O)cc1 (stereo unspecified)	4	6	-7	0	7	3	-1.1	-3	-53	-74
COc1ccc(CCNC2=C(Cl)C(=O)N(CCc3ccc(OC)c(OC)c3)C2=O)cc1OC	1	4	-7	0	1	-2	-322	2	-17	-18
CCCC(NCC(=O)Nc1cc(S(=O)(=O)N2CCOCC2)ccc1OC)c1ccccc1 (stereo unspecified)	-3	4	2	0	-5	-3	0.0	4	2	0
